Source: PubChem BioAssay (Emory University Molecular Libraries Screening Center)
14-3-3 PPI – 14-3-3 gamma protein interaction modulation; P61981; FP, 14-3-3gamma / TMR-pS259-Raf peptide binding; inhibition, % at 40 µM; actives 0.19% (n = 160,000); in the data active = inhibition above about 30%;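 note: 0% = protein plus tracer without compound and 100% = blank with tracer alone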
Target sequence (P61981 whole entry, looked up): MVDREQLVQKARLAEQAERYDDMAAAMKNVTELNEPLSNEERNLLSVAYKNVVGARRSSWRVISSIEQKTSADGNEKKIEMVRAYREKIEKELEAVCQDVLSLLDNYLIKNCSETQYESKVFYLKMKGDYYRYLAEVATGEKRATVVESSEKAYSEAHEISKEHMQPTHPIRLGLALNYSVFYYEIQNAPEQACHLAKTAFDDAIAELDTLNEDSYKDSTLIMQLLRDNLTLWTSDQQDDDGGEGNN
* = called active by the depositor; & = joins results of further samples. Some of the compounds tested (hit frequency here may not be typical).

SMILES	14-3-3 PPI
Cc1cc(NS(=O)(=O)c2ccc(Cl)cc2)nn1CC(=O)NCc1ccco1	3.8
O=C(CN(CCc1ccccc1)S(=O)(=O)c1ccccc1)Nc1ccc(F)cc1	-10.4
COc1ccc(OCC(=O)N2CCN(S(=O)(=O)c3ccc(F)cc3)CC2)cc1	-3.5
CCc1nc(SCC(=O)Nc2ccccc2)c(C#N)cc1C	0.1
COc1ccccc1C(=O)Nc1nc(-c2cc3ccccc3oc2=O)cs1	3.9
COc1ccc2c(C)cc(=O)oc2c1C	-17.2
CCn1c(NCc2ccc(N(C)C)cc2)nc2ccccc21	-6.2
CCOc1c(Cl)cc(C(=O)NCCN2CCCCC2)cc1Cl	-1.6
Cc1ccc(NC(=O)CSc2nc3c(cc2C#N)CCCCC3)cc1	-0.3
CCCCNC(=O)CC(NS(=O)(=O)c1ccc(C)cc1)c1ccco1 (stereo not drawn)	-2.5
Cc1ccc(-c2noc(C3CCCN(C(=O)c4ccc(F)cc4F)C3)n2)cc1 (stereo not drawn)	1.4
Cc1ccccc1Cn1cc(SCC(=O)NC2CCCCC2)c2ccccc21	0.3
Cc1c(S(=O)(=O)Nc2cc(Cl)ccc2Cl)c(=O)n(C)c(=O)n1C	-2.8
Cc1cccc(C)c1NC(=O)c1cc(S(=O)(=O)N2CCCCC2)ccc1F	-2.9
CCOC(=O)C1CCN(C(=O)c2cnn3c(C(F)(F)F)cc(-c4ccc(OC)c(OC)c4)nc23)CC1	-1.7
COc1ccc(CC(=O)NC2CCN(CC(=O)N3CCCc4ccccc43)CC2)cc1OC	-2.5
COc1ccccc1CN1C(=O)CN(C2CCCCCC2)C(=O)C1c1ccc(C)cc1 (stereo not drawn)	-1.8
COc1ccc(Cl)cc1NC(=O)C1(S(=O)(=O)c2ccc(C)cc2)CC1	-2.3
Cc1ccc2c(COn3nnc4ccc(S(=O)(=O)N(C)C)cc43)cc(=O)oc2c1C	-0.6
COc1ccc(C)cc1NC(=O)CN(C)S(=O)(=O)c1ccc(Br)s1	-41.9
O=C(Oc1ccnc2cc(Cl)ccc12)N1CCOCC1	2.8
Cc1nnc(SCC(=O)N2CCc3ccccc3C2)s1	-10.9
Cc1cc(C)c(S(=O)(=O)Nc2cc3c(C(=O)OC(C)C)c(C)oc3c3ccccc23)c(C)c1	-58.2
O=C(CCCn1c(=S)[nH]c2ccc(Br)cc2c1=O)NCc1cccnc1	-18.8
CC1CN(c2ccc(C=Nc3ccc(O)c(-c4nc5ccccc5s4)c3)o2)CC(C)O1 (stereo not drawn)	-139.6
O=C(COC(=O)C1CC2C=CC1C2)NCc1ccco1 (stereo not drawn)	-4.2
O=c1c2sccc2nc(SCc2cc(=O)n3ccccc3n2)n1Cc1ccccc1Cl	-2.1
O=C(O)c1ccccc1-c1nc2ccccc2[nH]1	-7.6
O=C(O)CCC1COc2ccccc2O1 (stereo not drawn)	10.1
O=S(=O)(c1ccc(OCC(O)CN2CCN(c3ccc(F)cc3)CC2)cc1)N1CCOCC1 (stereo not drawn)	-3.8
O=C(O)CN1C(=O)c2ccncc2C1=O	12.3
CC1=C(C(=O)OC(C)C)C(c2ccc(O)c([N+](=O)[O-])c2)C2=C(CCCC2=O)N1 (stereo not drawn)	-0.4
CCOc1cccc2sc(NC(=O)c3ccc(S(=O)(=O)N(C)c4ccccc4)cc3)nc12	-11.1
Cc1nc2cc(N3CCCCC3)c(NC(=O)c3cccnc3)cc2c(=O)n1Cc1ccccc1	-14.4
Cc1ccc(CCNC(=O)C2CCCN(S(=O)(=O)N3CC(C)CC(C)C3)C2)cc1 (stereo not drawn)	-6.5
CCCCCC1CC(CC#CCN2CCOCC2)C(=O)O1 (stereo not drawn)	-4.8
O=c1c2cccnc2[nH]c(=S)n1CC1CCCO1 (stereo not drawn)	3.8
CC(=NCc1cccnc1)C1=C(O)c2ccccc2C1=O	3.1&-2.6
COC(=O)CC1Oc2ccccc2N(Cc2ccccc2)C1=O (stereo not drawn)	-4.2
COC(=O)C1=CN(Cc2ccc3c(c2)OCO3)C=C(C(=O)OC)C1c1cccs1	5.0
CCOc1ccccc1NC(=O)c1c(NC(=O)CC)sc2c1CCC(C(C)(C)C)C2 (stereo not drawn)	-5.6
O=C(CSc1ncn[nH]1)Nc1nnc(-c2ccccc2)s1	-7.6
Cc1cccc(N2C(=O)c3ccc(C(=O)Oc4ccc([N+](=O)[O-])cc4)cc3C2=O)c1	-5.3
Cc1[nH]nc(SCC(=O)NCc2ccc(Cl)cc2)c1[N+](=O)[O-]	0.8
Nc1c(-c2nc(-c3ccc(Br)cc3)cs2)c2ccccn2c1C(=O)c1ccccc1	-25.4
COc1ccc(/C=C/C(O)=C2/C(=O)N(C)C3(C)CC2c2ccccc2O3)cc1 (stereo not drawn)	-1.6
Cc1nc2cc([N+](=O)[O-])ccc2n1CCOC(=O)c1ccc([N+](=O)[O-])cc1	3.9
COc1cccc2sc(NC(=O)c3ccc(S(=O)(=O)N4CC(C)CC(C)C4)cc3)nc12 (stereo not drawn)	-2.8
O=C(c1ccc2c(c1)N(Cc1ccccc1Cl)C(=O)c1ccccc1S2)N1CCOCC1	0.6
Cc1ccc(N2CC(C(=O)O)CC2=O)cc1C (stereo not drawn)	-21.6
O=C(NCc1ccccc1)c1cc(N2C(=O)C3C4CCC(C4)C3C2=O)ccc1Cl (stereo not drawn)	0.6
CC(C)c1ccc(C2=CC(c3ccc(F)cc3)n3ncnc3N2)cc1 (stereo not drawn)	4.5
O=C(CSc1nc(NC2CCCCC2)c2ccccc2n1)c1ccc(F)cc1	-9.5
COc1ccccc1-c1nc(C#N)c(N2CCN(c3cccc(Cl)c3)CC2)o1	1.4
COc1ccc(-n2ncc3c(Nc4cccc(C(C)=O)c4)ncnc32)cc1	-2.4
COc1cccc(-c2nc(NC(C)C)c3ccccc3n2)c1O	1.8
COC(=O)C1(C(F)(F)F)N=C2C=CC(Br)=CN2C(c2ccc(C)cc2)=N1 (stereo not drawn)	-1.6
Cc1ccc2nc(NC(=O)c3ccc([N+](=O)[O-])c(C)c3)sc2c1	6.8
Cc1ccc(N2C(=O)CSC2c2cccc([N+](=O)[O-])c2)cc1F (stereo not drawn)	-0.4
COc1ccc(C2CC(c3ccc(Cl)cc3)n3nc(N)nc3N2)cc1 (stereo not drawn)	-0.7

(further entries)
SMILES	14-3-3 PPI
Cc1ccc(NS(=O)(=O)c2c(C)n[nH]c2C)cc1C	-4.6
O=C(CCCOc1ccc(Cl)cc1Cl)N1CCN(c2ccccn2)CC1	-11.5
Cc1ccc(-n2nc3c(c2NC(=O)C(C)(C)C)CSC3)c(C)c1	-5.0&-9.7
CCCn1nnnc1NCc1ccccc1OCc1ccccc1F	1.7
O=C(O)c1cc2cc(F)ccc2[nH]1	0.7&0.2&-1.4
CC1(C)CC(=O)C(C(c2ccc3ccccc3c2)C2C(=O)CC(C)(C)CC2=O)C(=O)C1	5.3
COc1cccc(-c2nnc(SCC(=O)NCC3CCCO3)n2-c2ccccc2)c1 (stereo not drawn)	3.1
COc1cc(OC)c2c(C)cc(=O)oc2c1	-1.3
CC1CN(C(=O)CN2C(=O)NC3(CCCCCCC3)C2=O)CC(C)O1 (stereo not drawn)	2.0
COc1ccccc1NS(=O)(=O)c1ccc(O)c(C(N)=O)c1	11.9
Cc1cc(C)nc(N(C#N)CC(=O)c2ccccc2)n1	5.8
CCN1C(=O)NC(c2ccc([N+](=O)[O-])cc2)C(C(=O)OC(C)C)=C1C (stereo not drawn)	1.2
COc1ccc(OC)c(C2Oc3c(OC)cccc3C3CC(c4cccnc4)=NN32)c1 (stereo not drawn)	-8.5
CCCC1=Nc2cc(C(=O)O)ccc2Sc2ccc(C)cc21	-38.8
CC(C)c1ccc(NC(=O)c2ccc(F)c(S(=O)(=O)N3CCCCCC3)c2)cc1	0.1
O=C(Nc1ccc2c(c1)OCO2)C1CCCCN1S(=O)(=O)c1ccc(F)cc1 (stereo not drawn)	1.1
CC(=O)Nc1cc(C(=O)N2CCN(C)CC2)ccc1S(=O)(=O)c1ccc(C)cc1	0.6
CCOC(=O)c1ccc2nc(C34CC5CC(CC(C5)C3)C4)ccc2c1	-0.1
COCCOC(=O)C1=C(C)N(C)C(=O)N(C)C1c1cccc([N+](=O)[O-])c1 (stereo not drawn)	-14.8
c1coc(CN2CCN(Cc3ccncc3)CC2)c1	-7.7
COC(=O)c1nn(-c2ccc(-c3ccccc3)cc2)cc1O	1.1
Cc1cccc(N=Cc2c(C)n(C)c3ccc([N+](=O)[O-])cc23)c1	3.1
COc1ccc(C(=O)OC(C)CN2CCOCC2)cc1OC (stereo not drawn)	-5.0
Cc1cc(C)nc(SCc2nnc(SCC(=O)Nc3ncc(C)s3)n2Cc2ccco2)n1	-5.1
Cc1cccc(Cl)c1NC(=O)C1CC(=O)N(c2ccc(Br)cc2)C1 (stereo not drawn)	0.0
CC1(C)CC(=O)C2=C(C1)Nc1ccccc1NC2c1ccc(Cl)c([N+](=O)[O-])c1 (stereo not drawn)	20.8
O=C1c2ccccc2-c2onc3c(N4CCN(Cc5ccc6c(c5)OCO6)CC4)cc(Nc4ccc5c(c4)OCO5)c1c23	-252.8
COc1ccccc1CN1CCN(Cc2cccc([N+](=O)[O-])c2)CC1	0.9
COC(=O)C1=C(C)N(C)C(=O)NC1c1ccc(C(=O)O)cc1 (stereo not drawn)	-3.2
CCOC(=O)c1ccc(NCC(O)COc2ccccc2)cc1 (stereo not drawn)	-0.1
CCc1ccc(NC(=O)Cn2c(=O)n(CCCC(=O)NCc3ccco3)c(=O)c3ccccc32)cc1	-11.7
COCc1ccccc1Cn1cnc2c1c(=O)n(C)c(=O)n2C	-6.1
CCOc1cc2[nH]c(=O)n(CCCCCC(=O)NCc3ccc4c(c3)OCO4)c(=O)c2cc1OCC	2.1
CC(NC(=O)C(=O)NCCc1c[nH]c2ccccc12)c1ccccc1 (stereo not drawn)	1.9
O=c1c2cc(Cl)ccc2[nH]c(=S)n1Cc1ccco1	-5.2&-5.3
O=C(NCc1ccco1)c1cccc(S(=O)(=O)N2CCCCC2)c1	-12.9
Cc1sc2ncn(CC(=O)NCC(=O)N(C)C3CCCCC3)c(=O)c2c1C	-3.9
CC(C)Nc1ncnc(Cl)c1[N+](=O)[O-]	-2.0
COc1ccc(OC)c(CNC(=O)CCc2nc(-c3cccs3)no2)c1	-0.8
CC(C)n1nnnc1C(c1ccc(F)cc1)N1CCN(C2CCCC2)CC1 (stereo not drawn)	-2.7
CCOc1ccc(/C(O)=C2\C(=O)C(=O)N(c3cc(C)on3)C2c2ccccc2OC)cc1 (stereo not drawn)	-0.8
Cc1cc(C)nc(N2CCN(c3ncnc4c3cnn4Cc3ccc(Cl)cc3Cl)CC2)n1	3.3
Cc1cc(C)cc(N2C(=O)CS(=O)(=O)C2c2ccccc2Br)c1 (stereo not drawn)	0.3
OC(COc1ccc2ccccc2c1)CN1CCOCC1 (stereo not drawn)	-3.4
COC(=O)c1cc(COc2ccc3c(C)c(C)c(=O)oc3c2)c(C)o1	-4.6
COc1ccccc1C1NC(=O)NC(C)=C1C(=O)OC(C)C (stereo not drawn)	5.5
O=C(CSc1nnc(COc2ccccc2)o1)N1CCN(c2ccccc2)CC1	-4.2
COCCN(CCOC)c1cc(C)c(C#N)c2nc3ccccc3n12	-6.5
COc1cccc(C(=O)N2CC(=O)Nc3ccc(C)cc3C2c2ccc(F)cc2)c1OC (stereo not drawn)	-6.3
CCOc1ccc(CSC(CC(=O)O)C(=O)O)cc1 (stereo not drawn)	2.9
O=C1C2CC=C(Cl)CC2C(=O)N1CCCCO (stereo not drawn)	-2.0
O=C(CCC1Nc2c3ccccc3nc(=S)n2C1=O)NC1CCCC1 (stereo not drawn)	-6.2
CCCCn1c(=O)[nH]c(=O)c2c1nc(COC(=O)c1c(C)noc1C)n2CCC	-7.9
O=C(NCC1CCCO1)c1ccc(S(=O)(=O)N2CCOCC2)cc1 (stereo not drawn)	5.6
COc1ccc(C2(CNC(=O)CCOc3ccccc3)CCOCC2)cc1	-6.1
Cc1cc2nc(Cc3cccc(F)c3)c(=O)[nH]c2cc1C	-1.4
COC(=O)c1ccc2c(c1)NC(=O)C(N1CCCC1)S2 (stereo not drawn)	-7.2
CCCCN(c1ccccc1)S(=O)(=O)c1cccc2nonc12	-6.0
CC(=O)Oc1cc2c([N+](=O)[O-])c(C)oc2c2ccccc12	-64.2
O=C(Nc1cc(C(F)(F)F)ccc1Cl)c1ccc(C(=O)C(=O)c2ccccc2)cc1	-55.9

The results go on.
SMILES	14-3-3 PPI
Cc1cccc(NC(=O)CC2Sc3ccccc3NC2=O)c1C (stereo not drawn)	-4.2
O=C(NCCN1CCCC1)C1(S(=O)(=O)c2ccc(Cl)cc2)CC1	-7.0
O=C(c1ccc(F)cc1)N1CCN(Cc2ccccc2Br)CC1	3.7
CCC(=O)Nc1nonc1-c1nc2ccccc2n1N(C(=O)CC)C(=O)CC	-18.0
O=C(Cn1nc(-c2ccccc2)c2ccccc2c1=O)N1CCN(c2ccccc2)CC1	2.5

Molecules from the list above that contain an NH in an aromatic ring (12):
SMILES	14-3-3 PPI
O=C(CCCn1c(=S)[nH]c2ccc(Br)cc2c1=O)NCc1cccnc1	-18.8
O=C(O)c1ccccc1-c1nc2ccccc2[nH]1	-7.6
O=c1c2cccnc2[nH]c(=S)n1CC1CCCO1 (stereo not drawn)	3.8
O=C(CSc1ncn[nH]1)Nc1nnc(-c2ccccc2)s1	-7.6
Cc1[nH]nc(SCC(=O)NCc2ccc(Cl)cc2)c1[N+](=O)[O-]	0.8
Cc1ccc(NS(=O)(=O)c2c(C)n[nH]c2C)cc1C	-4.6
O=C(O)c1cc2cc(F)ccc2[nH]1	0.7&0.2&-1.4
CCOc1cc2[nH]c(=O)n(CCCCCC(=O)NCc3ccc4c(c3)OCO4)c(=O)c2cc1OCC	2.1
CC(NC(=O)C(=O)NCCc1c[nH]c2ccccc12)c1ccccc1 (stereo not drawn)	1.9
O=c1c2cc(Cl)ccc2[nH]c(=S)n1Cc1ccco1	-5.2&-5.3
CCCCn1c(=O)[nH]c(=O)c2c1nc(COC(=O)c1c(C)noc1C)n2CCC	-7.9
Cc1cc2nc(Cc3cccc(F)c3)c(=O)[nH]c2cc1C	-1.4
